Coupling enz = inhibits coupling enzyme system, counter-screen for aldolase hits; coupling enzyme system counterscreen, AmpLite Red fluorescence; activity change, negative = inhibition, % at 58.2 µM, hits read low; AID 2472; hit rate 0.67% among 290,000; in the data active = activity change below about -30%
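First, compound is pin-transferred into glyceraldehyde-3-phosphate coupling-enzyme reagent at 57.5 uM final and held 10 min at RT. Next, substrate, coupling system and AmpLite Red are added. After 20 min RT, fluorescence (525/598 nm) is read.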
The depositor's hits bear a star; & = joins results of further samples; ! = repeats disagree. % is scaled to controls: 0 for no effect and ±100 for the full control effect. Some of the compounds tested; the hit share may differ from the screen's.

No.	molecule	Coupling enz
1	COC(=O)CC1C2(C)CC34OC5(C)O[C@@]6(C7/C(=C(/OC)C(C)C)C(=O)OC(c8ccoc8)[C@@]7(C)C(OC(=O)C(C)C)C(OC)[C@]6(O5)[C@@]13C)C(OC)[C@]4(OC)C2OC(C)=O (some centres undefined)	-7.9
2	CC(=O)Oc1cccc(C)c1	-3.4&1.9
3	Cc1noc(C)c1-c1nc(N2CCN(C)CC2)c2ccccc2n1	0.7
4	N#Cc1cccc(-c2cc(NCc3cccs3)ncn2)c1	0.3
5	CNC(=O)Oc1ccc2c(c1)[C@@]1(C)CCN(C)C1N2C (some centres undefined)	-35.8*!
6	O=C(c1ccncc1)N1CCC2(CCCN(Cc3ccccc3)C2)CC1	-2.8
7	COc1cccc(Nc2ncc3ncc(=O)n(CCC#N)c3n2)c1	2.3
8	c1csc(CNc2cc(-c3ccoc3)ncn2)c1	0.3
9	O=C(O)CCC/C=C\C/C=C\C=C\[C@@H](O)C/C=C\CCCCCO	3.3
10	O=C1CC(c2ccccc2O)Oc2ccc(O)cc21 (centres undefined)	-0.2
11	Cc1noc(C)c1-c1ccc2ncnc(NCc3ccc(C(F)(F)F)cc3)c2c1	-2.1
12	CN(C)c1ncnc2ccc(-c3ccc4c(c3)OCO4)cc12	-7.4
13	O=c1cnc2cnc(Nc3ccccc3)nc2n1C[C@H]1CCCO1	1.2
14	C[C@H](NC[C@H](O)CP(=O)(O)CC1CCCCC1)c1ccc(Cl)c(Cl)c1	-0.4
15	O=C1C[C@@H](c2ccc(O)c(O)c2)Oc2c1ccc(O[C@@H]1O[C@H](CO)[C@@H](O)[C@H](O)[C@H]1O)c2O	-3.5
16	C=C(C(C)=O)C(O)c1cccc(OC)c1 (centres undefined)	0.8
17	CCCCCCCCCCCCCCCCCCCCCCCCCCCCCC	1.3
18	O=C1[C@@H]2[C@H]3[C@H](O)[C@H](O)C/C(=N/OCc4ccccc4)[C@@H]3CC[C@H]2C(=O)N1c1ccc(F)cc1F	0.6
19	CC1(C)CCC[C@@]2(C)C1CC[C@@](C)(O)[C@@H]2CC[C@@](C)(O)C1CO1 (some centres undefined)	-5.4
20	Oc1ccc(OCc2ccccc2)cc1	2.1
21	C=C(C)C(=O)/C=C/CCC/C=C/C(=O)OCC	0.4
22	COc1ccc(-c2ccc(-c3cc(=O)oc4cc(C)cc(C)c34)cc2)cc1	-0.8
23	O=C(c1cccc(F)c1)N1CCC2(CCCN(Cc3ccncc3)C2)CC1	0.6
24	CC(C)=CC1C(CO)C1(C)C (centres undefined)	2.2
25	C[C@H](CCC(=O)O)[C@H]1CC[C@@H]2[C@H]3CC[C@H]4C[C@@H](O)CC[C@@]4(C)[C@H]3CC[C@]21C	4.9
26	C=CC[C@@H]1C=C[C@@H](O/N=C\c2ccc(C(=O)N3[C@H](c4ccc(C)cc4)[C@@H](C)CC[C@H]3C(=O)OC)cc2)[C@@H](CO)O1	0.2
27	O=c1n(Cc2cc3c(cc2Cl)OCO3)c(=O)n2n1CC[C@H]1/C(=N\OCc3ccccc3)[C@H]3O[C@@H]3[C@@H](O)[C@@H]12	4.3
28	CCc1ccc2c(O)c3c(cc2c1C(=O)OC)C(=O)c1c(O)ccc(O)c1C3=O	-16.8
29	Cc1ncc2c(c1O)COP(=O)(O)OC2	2.7
30	COc1ccc(-c2nc3cnc(OC)nc3n(Cc3cccs3)c2=O)cc1	-0.1

Part of the list above, reformatted:
#3 Cc1noc(C)c1-c1nc(N2CCN(C)CC2)c2ccccc2n1
  Coupling enz = 0.7

#4 N#Cc1cccc(-c2cc(NCc3cccs3)ncn2)c1
  Coupling enz = 0.3

#5 CNC(=O)Oc1ccc2c(c1)[C@@]1(C)CCN(C)C1N2C (some centres undefined)
  Coupling enz = -35.8*!

#6 O=C(c1ccncc1)N1CCC2(CCCN(Cc3ccccc3)C2)CC1
  Coupling enz = -2.8

(list continues)
No.	molecule	Coupling enz
31	O=C(Nc1cccc(F)c1)N1CCC2(CC1)CCN(C(=O)c1cc(C(F)(F)F)cc(C(F)(F)F)c1)CC2	0.4
32	Cn1c(=O)c(CCc2ccccc2)nc2cnc(N3CCNCC3)nc21	-1.2
33	Cc1noc(C)c1-c1nccc(N(C)C)n1	7.1
34	CC(=O)N1CCC2(CC1)CCN(c1ccc(-c3ccccc3)cc1)CC2	2.2
35	COc1ccc(C(=O)N2CCC[C@@]3(CCN(Cc4ccc(C#N)cc4)C3)C2)cc1	2.9
36	COc1ccc(/C=C/NC(=O)Cc2ccc(OC)c(OC)c2)cc1	-1.3&1.0
37	Cc1nc2cnc(N3CCN(C)CC3)nc2n(CCc2ccccc2)c1=O	5.0
38	O=C1OC2(c3ccc(O)cc3Oc3cc(O)ccc32)c2ccccc21	7.8&9.4
39	COc1ccccc1CNc1ncncc1-c1ccccc1Cl	3.0
40	Cc1cccc(CNc2cc(-c3cccc(C#N)c3)ncn2)c1	-2.7
41	CSc1ncnc2c1ncn2C1OC(CO)C(O)C1O (centres undefined)	3.1
42	CSc1nc(N)c2ncn([C@H]3O[C@H](COP(=O)(O)OP(=O)(O)O)[C@@H](O)[C@@H]3O)c2n1	0.7
43	CCC[C@@H]1O[C@@H]2C[C@@H]3[C@H]4CCC5=CC(=O)C=C[C@@]5(C)[C@H]4[C@H](O)C[C@@]3(C)[C@@]2(C(=O)CO)O1	2.6
44	COc1ccc(C2/C=C\CC(NC(=O)OCC3c4ccccc4-c4ccccc43)CC(=O)N2Cc2cccc(F)c2)cc1 (centres undefined)	-1.2
45	Cn1c(=O)[nH]c(=O)c2[nH]cnc21	-5.3
46	COc1ccc(OC2C(O)COC2/C=C/C#Cc2ccc(F)cc2F)cc1 (centres undefined)	1.3&-0.7
47	CCC(=O)[C@@]1(C)[C@H](C)C[C@@H]2[C@@H]3CCC4=CC(=O)C=C[C@@]4(C)[C@H]3[C@H](O)C[C@]21C	-0.2
48	CC(C)OC(C)C	0.0
49	CN1CCN(c2cc(-c3ccccc3C(F)(F)F)ncn2)CC1	0.7
50	COc1ccccc1CCn1c(=O)c(-c2cccs2)nc2cncnc21	-4.1
51	CC(C)(C)c1ccc(OC2C=CC(C#Cc3ccccc3)OC2CO)cc1 (centres undefined)	-0.7
52	CC(C)=CCOc1cc2oc(=O)ccc2cc1O	-0.8
53	N#Cc1ccc(CN2CC3(CCN(C(=O)c4ccco4)CC3)C2)cc1	0.0
54	O=c1c(CCc2ccccc2)nc2cnc(N3CCNCC3)nc2n1Cc1ccc(F)cc1	-0.2
55	CC(C)CC1C(=O)N2CCCC2C2(O)O[C@@](NC(=O)C3C=C4c5cccc6[nH]c(Br)c(c56)CC4N(C)C3)(C(C)C)C(=O)N12 (some centres undefined)	-12.2
56	C/C(CCN1CCCCc2nc(C)c(C)cc21)=N\OC[C@@H](O)[C@@H]1O[C@@H]2OC(C)(C)O[C@@H]2[C@H]1O	2.4
57	CC(=O)/C=C\C1[C@]2(C)CCCC(C)(C)C2CC[C@@]1(C)O (some centres undefined)	2.4
58	CC(C)[C@@H](OCc1ccccc1)[C@H](C)/C=N\OC[C@@H](O)COCc1ccco1	0.7
59	Cn1cccc1C(=O)N1CCC2(CCCN(c3ccc(-c4ccccc4)cc3)C2)CC1	-0.8
60	CCOC(=O)C1=C(C(=O)OCC)C(C(=O)OCC)N(S(=O)(=O)C(F)(F)F)c2ccccc21 (centres undefined)	0.6

Given with each value named: part of the list above.
38: O=C1OC2(c3ccc(O)cc3Oc3cc(O)ccc32)c2ccccc21
- Coupling enz: 7.8&9.4
39: COc1ccccc1CNc1ncncc1-c1ccccc1Cl
- Coupling enz: 3.0

The results go on.
No.	molecule	Coupling enz
61	COC1=CC(=O)C(C(=O)c2ccccc2)=CC1=O	-67.0*
62	CC(C)[C@H]1COC(c2cccc([N+](=O)[O-])c2)=N1	-0.9
63	FC(F)(F)c1ccccc1-c1cc(NCc2cccs2)ncn1	1.2
64	CN(C)C(=O)c1ccc(-c2ccc3ncnc(NC4CC4)c3c2)cc1	0.1
65	O=C(c1csnn1)N1CCC[C@@]2(CCN(c3ccncc3)C2)C1	0.8
66	CCCCC/C=C\C/C=C\C[C@H](O)/C=C/C=C\CCCC(=O)O	-1.4
67	O=C(Nc1cccc(F)c1)N1CCC2(CC1)CCN(C(=O)c1csnn1)CC2	0.5
68	C=C(C)C(=O)c1ccc2c(c1)OCO2	4.8
69	CNc1nc(-c2ccccc2C)nc2ccccc12	-0.5
70	C=C(C(C)=O)C(O)/C=C/c1ccco1 (centres undefined)	1.8
71	COc1ccc(-n2c(=O)c(-c3cc(F)cc(F)c3)nc3cnc(N4CCNCC4)nc32)cc1	-0.8
72	COc1ccc(-c2nc3cnc(N(C)C)nc3n(C3CC3)c2=O)cc1	4.4
73	CC(=O)OC1CCC23CC1(C)CCC2C(C)(C)CC3OC(C)=O (centres undefined)	0.8
74	COC/C=C/C1=CC2=CC(=O)C(C)(OC(=O)CCc3ccccc3)C(=O)C2=CO1 (centres undefined)	1.7
75	COC(=O)C1=C(C)N(Cc2ccccc2)c2c(C(=O)OC)c(C(=O)OC)c(C(=O)OC)c(=O)n2C1c1ccccc1 (centres undefined)	3.8&-1.4
76	CC1=CC2C(C)(C)CC(=O)C[C@]2(C)CC1COc1ccc2c(c1)CC(=O)C=C2 (some centres undefined)	0.1
77	CN(C)c1nc(-c2cccc(NS(C)(=O)=O)c2)nc2ccccc12	-1.1
78	O=C(OC[C@@H]1O[C@@](O)(COC(=O)c2cccnc2)[C@H](OC(=O)c2cccnc2)[C@H]1OC(=O)c1cccnc1)c1cccnc1	3.2
79	COC(=O)NC(CC(C)=O)c1ccc(F)cc1 (centres undefined)	2.4
80	O=C(c1cc(C(F)(F)F)cc(C(F)(F)F)c1)N1CCC[C@@]2(CCN(c3ccccn3)C2)C1	-4.1
81	COC(=O)c1ccc2c(c1)c(I)c(-c1ccc(OC)cc1)n2C	-0.6
82	O=C(OC1Cc2c(O)cc(O)cc2OC1c1cc(O)c(O)c(O)c1-c1c(C2Oc3cc(O)cc(O)c3CC2O)cc(O)c(O)c1O)c1cc(O)c(O)c(O)c1 (centres undefined)	0.4
83	COC(=O)N1CCC2(CC1)CN(c1ccncc1)C2	4.7
84	COc1ccc(C(=O)N2CCC3(CC2)CN(c2ccncc2)C3)cc1	-4.3
85	Cn1cc(-c2nc3cnc(Oc4ccccc4)nc3n(C)c2=O)c2ccccc21	3.1
86	CC(C)C[C@@H](CC(=O)N[C@@H](CCC(=O)O)CC(=O)O)NC(=O)[C@@H]1CCCC[C@H]1NC(=O)C[C@H](CCCN)NC(=O)C[C@H](Cc1c[nH]c2ccccc12)NC(=O)[C@@H]1CCCC[C@H]1N	2.0
87	CCc1cc2c(nc1CC)CCN(CC/C(C)=N/OC[C@@H](O)[C@@H]1O[C@@H]3OC(C)(C)O[C@@H]3[C@H]1O)C2	2.9
88	Cc1cnc(CNc2cc(-c3ccc(N(C)C)cc3)ncn2)cn1	-2.3
89	CC(C)c1onc(-c2c(Cl)cccc2Cl)c1COc1ccc(/C=C/c2cccc(C(=O)O)c2)c(Cl)c1	11.6
90	CC(C)[C@@H](CC(=O)N[C@@H]1CCCC[C@H]1C(=O)N[C@H](CC(=O)N[C@@H](CCC(=O)O)CC(=O)O)Cc1c[nH]c2ccccc12)NC(=O)C[C@H](Cc1ccccc1)NC(=O)[C@@H]1CNCC[C@H]1N	-3.2
91	CCC1(c2ccc(O)cc2)NC(=O)NC1=O (centres undefined)	0.2
92	CN(CCOc1ccc(C[C@H](Nc2ccccc2C(=O)c2ccccc2)C(=O)O)cc1)c1ccccn1	14.2
93	CN1CCN(c2ncc3ncc(=O)n(-c4ccccc4)c3n2)CC1	2.3
94	COc1ccc(S(=O)(=O)N(CCO)c2ccccc2CN(C)CC=Cc2ccc(Cl)cc2)cc1	-3.7
95	COc1cccc(Nc2ncc3nc(-c4ccccc4)c(=O)n(Cc4cccs4)c3n2)c1	4.0
96	Cc1cccc(CNc2nc(-c3cccc(NS(C)(=O)=O)c3)nc3ccccc23)c1	-0.1
97	CC1(C)CC=C(O[Si](C)(c2ccccc2)c2ccccc2)CC1	2.1
98	COc1cc(-c2coc3cc(OC)c(OC)c(OC)c3c2=O)cc(OC)c1OC	0.0
99	COC(c1ccccc1)C(C)C(OC)C(C)C(OC)C(C)C(C)=O (centres undefined)	-2.0
100	CN(C)Cc1ccccc1-c1cncnc1NC1CC1	-0.1
101	CC(=O)OC[C@@H]1O[C@@H](O/N=C2/C[C@@H](O)[C@@H](O)[C@@H]3[C@@H]4C(=O)N(Cc5ccc6c(c5)OCO6)C(=O)[C@H]4CC[C@@H]23)[C@H](OC(C)=O)[C@H](OC(C)=O)[C@@H]1OC(C)=O	1.8
102	COc1ccc(-n2c(=O)c(-c3cccs3)nc3cnc(OC)nc32)cc1	0.2
103	CCCCCCNC(=O)n1cc(F)c(=O)[nH]c1=O	3.5
104	COC(=O)C1=C(C)NC(C)=C(C(=O)OCCSc2ccccc2)C1C (centres undefined)	-3.7
105	CC(=O)c1ccc(Nc2c3ccccc3cc3occc23)cc1	5.0
106	Cc1onc(-c2c(Cl)cccc2Cl)c1C(=O)N[C@H]1C(=O)N2[C@H]1SC(C)(C)[C@H]2C(=O)O	1.1
107	CC(C)CC(NC(=O)CN)C(=O)NC(Cc1ccccc1)C(=O)O (centres undefined)	2.9
108	COCOc1ccc(Br)cc1C(=O)[C@H]1O[C@H]1c1cccc(OC)c1	-1.2
109	COc1cccc(Nc2ncc3nc(-c4cc(F)cc(F)c4)c(=O)n(C[C@H]4CCCO4)c3n2)c1	-0.5
110	C/C=C/OC(=O)NC(c1ccccc1)[C@@]1(C(=O)OCC)CCCC1=O (some centres undefined)	-0.2

Screening data as filed in PubChem.
